High-throughput results as filed in PubChem.
LMNA splice mod = qHTS Assay for Modulators of Lamin A Splicing | Potency, µM (doses to about 46.1 µM), without a hit: at the highest dose ratio change, negative = inhibition, actives largely listed as inhibitors | HeLa LMNA splicing GFP/RFP minigene ratio, 48 h | AID 1487, 2009 | 0.01% of 200,000 active; active = well fitted inhibition curve with a large enough effect in the signal ratio, with a control signal flat, not every such curve was filed as active; inconclusive = small, poorly fitted or top-dose-only effect, or effect the other way, or a change in a side signal; the % refers to the signal ratio
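S3 HeLa cells stably expressing lamin A-EGFP splicing minigene plus DsRed2, 600 cells/well, 48 h compound exposure at 37C. Laser-scanning cytometry; analysed as GFP (500-530 nm)/RFP (575-640 nm) total intensity ratio; 0.5% DMSO vehicle.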
The depositor's hits bear a star; ? = inconclusive; [ ] = dose if it differs, or a comment. % is scaled to controls: 0 for no effect and ±100 for the full control effect; potency is read from the fitted curve at half-maximal effect. These rows are one share of the data, so the mix of outcomes need not match the whole.

SMILES	LMNA splice mod
Cc1ccc(S(=O)(=O)NCCc2sc3nc(-c4ccccc4)nn3c2C)cc1C	?
CCN(CC)c1ccc(C(=O)N2CCc3c([nH]c4ccccc34)C2c2ccc(F)cc2)cc1 (stereo not given)	-17.2%[46 µM]
Cc1ccc(S(=O)(=O)C(CNC(=O)C(=O)NCc2ccc(Cl)cc2)c2cccs2)cc1 (stereo not given)	14.9%[46 µM]
CCn1ccc2cc(S(=O)(=O)N3CCCN(C(=O)Nc4cc(Cl)ccc4C)CC3)ccc21	-1.9%[46 µM]
CCOC(=O)c1[nH]c(C)c(CCC(=O)NCc2cccc(Cl)c2)c1C	?
CCN1CCN(C(c2ccc(Cl)cc2)c2c(O)cc(C)n(CCOC)c2=O)CC1 (stereo not given)	-11.6%[46 µM]
CCCSCCCNC(=O)c1ccc2nc(Cc3ccccc3)oc2c1	?
CCOc1ccc(-c2nc(CSCC(=O)N3CCN(c4cccc(C(F)(F)F)c4)CC3)c(C)o2)cc1	-20.3%[46 µM]
O=C(c1cccs1)N1CCCc2cc(NS(=O)(=O)c3cc(F)ccc3F)ccc21	3.5%[46 µM]
CCc1ccc(S(=O)(=O)Nc2ccc(-c3ccc(N4CCCC4)nn3)cc2)cc1	-13.5%[46 µM]
CCC(=O)N1CCc2cc(CNS(=O)(=O)c3cccs3)ccc21	-12.3%[46 µM]
Cc1ccc(Cn2ccnc2SCC(=O)Nc2ccc3c(c2)OCCO3)cc1	5.7%[46 µM]
CCC1Oc2ccc(C)cc2N(CC(=O)NCCc2ccccc2)C1=O (stereo not given)	-10.4%[46 µM]
Cc1cccc(CSc2ncc(CO)n2Cc2ccc(F)cc2)c1	?
COCCc1nn2c(=O)cc(COC(=O)COc3ccc(F)cc3)nc2s1	4.0%[46 µM]
Cc1ccc(-n2cc(-c3ccccc3)c3c(N4CCC(C)CC4)ncnc32)cc1Cl	0.7%[46 µM]
CCc1cccc(NC(=O)CN2CCCN(Cc3cccc(C)c3)S2(=O)=O)c1	?
CC(=O)c1cccc(NC(=O)CCn2nc(C)c(S(=O)(=O)N3CCCCC3)c2C)c1	16.6%[46 µM]
CC(C)c1ccc(NC(=O)CSC2=Nc3ccccc3C3=NC(CCC(=O)NCc4cccs4)C(=O)N23)cc1 (stereo not given)	-2.6%[46 µM]
CCOC(=O)Cn1c(=O)n(CC2CCCO2)c2nc(-c3ccc(CC)cc3)nc(C(N)=O)c21 (stereo not given)	-8.8%[46 µM]
CCOc1ccc(C(c2c(O)cc(C)n(Cc3ccco3)c2=O)N2CCN(c3ccccc3)CC2)cc1 (stereo not given)	-9.0%[46 µM]
CCc1ccccc1NC(=O)c1cc(S(=O)(=O)N2CCC(C)CC2)cn1C	?
COc1ccc(Cc2nc3ccc(C(=O)NCc4ccccc4C)cc3o2)cc1	?
CC(C)c1ccc(NC(=O)c2ccc(F)c(S(=O)(=O)N3CCCC3)c2)cc1	11.3%[46 µM]
CCc1ccc2nc(N(Cc3cccnc3)C(C)=O)sc2c1	27.1%[46 µM]
COc1ccccc1CNC(=O)C(=O)NCC(c1ccco1)S(=O)(=O)c1ccc(F)cc1 (stereo not given)	-2.0%[46 µM]
O=C(Cn1c(=O)n2nc(-c3cccc(F)c3)nc2c2ccccc21)N1CCN(c2ccccc2F)CC1	?
Cc1cc(C)n(C(C)CC(=O)NCc2ccccc2C)n1 (stereo not given)	-3.6%[46 µM]
COc1cccc(Nc2nnc(-c3cc4ccc(O)cc4oc3=O)s2)c1	8.3%[46 µM]
COc1cc(C2CC(=O)c3c([nH]c(C(=O)OC4CCCCC4)c3C)C2)cc(OC)c1OC (stereo not given)	-3.0%[46 µM]
Cc1cn(C)c(CC(=O)NCc2ccc(Cl)cc2)c1C(=O)O	30.0%[46 µM]
Cc1cccc(NC(=O)C(=O)NCCc2sc(-c3ccccc3)nc2C)c1C	-3.2%[46 µM]
CCOc1ccc(-n2cc(-c3ccccc3)c3c(NCc4ccccc4)ncnc32)cc1	-1.7%[46 µM]
COc1ccc(Cl)cc1NC(=O)c1oc2ccc(S(=O)(=O)N3CCCCC3)cc2c1C	15.1%[46 µM]
CCc1nn2c(=O)cc(COC(=O)c3cccc(NC(=O)c4cccs4)c3)nc2s1	2.1%[46 µM]
CC(=O)c1ccccc1NS(=O)(=O)c1cc2c(cc1C)NC(=O)CO2	7.5%[46 µM]
CCCn1c2ccccc2c2cnn(CC(=O)NCc3ccc(OC)cc3)c(=O)c21	20.7%[46 µM]
Cc1c(C(=O)N(C)C)sc2c1c(=O)n(-c1ccc(Cl)c(Cl)c1)c(=O)n2CC(=O)Nc1cccc(C(F)(F)F)c1	-9.7%[46 µM]
Cc1cccc(NC(=O)CSc2nc3c([nH]c4ccccc43)c(=O)n2-c2ccc(F)cc2)c1C	?
CCOC(=O)c1noc2nc(C)n(CC(=O)NC(C)CC)c(=O)c12 (stereo not given)	14.8%[46 µM]

Ordered by SMILES length (lowest first): part of the list above.
SMILES	LMNA splice mod
CCOC(=O)c1noc2nc(C)n(CC(=O)NC(C)CC)c(=O)c12 (stereo not given)	14.8%[46 µM]
COc1ccc(Cc2nc3ccc(C(=O)NCc4ccccc4C)cc3o2)cc1	?
Cc1cccc(NC(=O)C(=O)NCCc2sc(-c3ccccc3)nc2C)c1C	-3.2%[46 µM]
COc1ccc(Cl)cc1NC(=O)c1oc2ccc(S(=O)(=O)N3CCCCC3)cc2c1C	15.1%[46 µM]
COc1ccccc1CNC(=O)C(=O)NCC(c1ccco1)S(=O)(=O)c1ccc(F)cc1 (stereo not given)	-2.0%[46 µM]

Other records.
SMILES	LMNA splice mod
Nc1c(C(=O)c2ccc(F)cc2)sc(Nc2ccccc2F)c1S(=O)(=O)c1ccc(Br)cc1	-10.2%[46 µM]
Cc1cccc(NC(=O)CSc2nc3n[nH]c(C)c3c(=N)n2-c2cccc(Cl)c2)c1	13.9%[46 µM]
Cc1ccc2nc3sc(C(=O)Nc4ccc(F)cc4)cc3cc2c1	?
COc1cccc(-c2ccc3c(N)c(C(=O)Nc4cc(F)ccc4F)sc3n2)c1	7.9%[46 µM]
COc1ccccc1C(=O)Nc1cccc(C(=O)OCc2cc(=O)n3cc(C)sc3n2)c1	-9.7%[46 µM]
CCCc1cnc2c(c1SCc1cccc(F)c1)c(=O)n(C)c(=O)n2C	?
COc1ccccc1NC(=O)CN1C(=O)CC(c2ccc(C)c(C)c2)=Nc2ccccc21	-22.9%[46 µM]
COc1ccccc1NC(=O)c1cc(S(=O)(=O)N(C)C2CCCCC2)ccc1F	-4.3%[46 µM]
COC(=O)c1ccc(NC(=O)C(=O)NCCc2csc(-c3ccc(F)cc3)n2)cc1	-3.6%[46 µM]
COc1ccc(-c2nc(C)c(CCNC(=O)c3cccs3)s2)cc1	-7.1%[46 µM]
CCCCC(=O)Nc1ccc(C(=O)OCc2cc(=O)n3nc(C4CC4)sc3n2)cc1	?
CCOC(=O)C1=C(CN2CCN(c3ccc(Cl)cc3)CC2)NC(=O)NC1c1ccc(OC)cc1 (stereo not given)	-9.6%[46 µM]
COc1cccc(N2CCN(C(=O)c3cc4cc5cc(C)ccc5nc4s3)CC2)c1	0.2%[46 µM]
CCOc1ccc(CC(=O)NCc2ccc3c(c2)CCN3C(=O)c2ccc(F)cc2)cc1OCC	?
O=C(NCCS(=O)(=O)N1CCN(c2ccc(F)cc2)CC1)C1CC(=O)N(c2ccccc2)C1 (stereo not given)	?
Cc1cc(=O)[nH]c2nnc(SCc3c(F)cccc3Cl)n12	-0.8%[46 µM]
Cc1ccc2scc(N3CCN(c4ccccc4)CC3)c(=O)c2c1	?
O=C(Cc1cccs1)NC1CC(=O)N(c2ccc(Cl)cc2)C1 (stereo not given)	0.2%[46 µM]
Cc1cccc(C(=O)N2CCc3cc(CNC(=O)c4cc5ccccc5[nH]4)ccc32)c1	-12.7%[46 µM]
CCOC(=O)c1cc(-c2ccc(F)cc2)n(CC(=O)NCc2ccc(OC)cc2)c1C	8.1%[46 µM]
CCN(C(=O)c1c(C)oc2ncnc(N3CCCCC3)c12)c1cc(C)ccc1C	1.4%[46 µM]
CC(NC(=O)CSc1n[nH]c(-c2ccccc2Cl)n1)c1nc2ccccc2[nH]1 (stereo not given)	1.4%[46 µM]
COCCCNc1nc(NCc2ccccc2OC)c2cnn(C)c2n1	6.5%[46 µM]
Cc1nn(-c2ccc(N3CCCCC3)nn2)c(C)c1CCC(=O)Nc1cccc(F)c1	-25.9%[46 µM]
Cc1cc(C)c(NC(=O)CSc2nccn2-c2cccc(Cl)c2)c(C)c1	-17.0%[46 µM]
CCc1ccc(-n2nc(C)c3c(C)cc(=O)n(CC(=O)Nc4ccc(F)cc4C)c32)cc1	-3.6%[46 µM]
O=C(CNC(=O)c1ccccc1)OCc1cc(=O)n2nc(C3CC3)sc2n1	?
Cc1nc(C)c(CCNS(=O)(=O)c2ccc(F)cc2)s1	6.2%[46 µM]
Cc1ccc(NC(=O)c2cc(CN3CCOCC3)on2)cc1Cl	8.3%[46 µM]
O=C(CSc1nnc(-c2ccc(O)cc2)o1)c1ccc(Br)cc1	2.7%[46 µM]
CC1=C(C(=O)Nc2ccc(C)cc2C)C(c2cc(Br)ccc2F)n2ncc(C(=O)Nc3ccc(C)cc3)c2N1 (stereo not given)	?
CC(=O)c1ccc(N2CCN(c3ncnc4onc(C)c34)CC2)cc1	3.0%[46 µM]
Cc1nn2c(=O)cc(COC(=O)c3cccc(NC(=O)c4ccc(F)cc4)c3)nc2s1	?
Brc1ccc(CN2CCc3nc(Nc4ccccc4)ncc3C2)s1	-19.0%[46 µM]
CCCCNC(=O)CSc1nc2cc3c(cc2c(=O)n1CCCC(=O)NCc1ccc(OC)cc1)OCO3	-4.3%[46 µM]
COc1ccc(S(=O)(=O)NCCc2csc(-c3ccc(F)cc3)n2)cc1	-7.5%[46 µM]
COc1ccccc1N1CCN(C(=O)CSc2nc3ccccc3nc2Cc2ccc(F)cc2)CC1	?
O=C(CSc1nccn1Cc1ccc(F)cc1)NCc1ccc(F)cc1	-5.8%[46 µM]
Cc1cccc(N2CCN(CCCNc3ncnc4onc(-c5ccc(F)cc5)c34)CC2C)c1 (stereo not given)	-15.1%[46 µM]
Cc1cccc(NC(=O)CSc2nccn2-c2cccc(Cl)c2)c1C	-28.6%[46 µM]
COc1ccc(C)cc1-n1cnc2cc(C(=O)NC3CCCC3)ccc21	?
CCOc1ccc(-c2nc(CSCC(=O)NCCc3ccccc3)c(C)o2)cc1	?
COC(=O)CCNC(=O)N1CCN(c2nnc(C)c3c(C)n(-c4ccccc4)nc23)CC1	-6.3%[46 µM]
Cc1cc(S(=O)(=O)NCCc2csc(-c3cccc(F)c3)n2)ccc1F	?
CCCCNC(=O)CSc1nc2cc3c(cc2c(=O)n1CCCCCC(=O)NCc1ccc(OC)cc1)OCO3	-8.6%[46 µM]
O=C(NCc1ccc(F)cc1)C1CCCN(c2ncnc3onc(-c4ccc(F)cc4)c23)C1 (stereo not given)	-17.9%[46 µM]
CCCc1nn2c(=O)cc(COC(=O)c3cccc(NC(=O)COc4ccccc4C)c3)nc2s1	2.3%[46 µM]
Cc1ccc(-n2nc(C(=O)N3CCN(c4ccccc4F)CC3)c(=O)n(C)c2=O)cc1	?
Cc1ccc(C)c(NC(=O)c2ccc(=O)n(Cc3ccc(F)cc3)c2)c1	?
O=C(CNC(=O)c1ccccc1Cl)OCc1cc(=O)n2ccsc2n1	0.6%[46 µM]
Cc1ccc(S(=O)(=O)C(CNC(=O)COc2ccc(Cl)cc2)c2ccco2)cc1 (stereo not given)	?
O=C(NCCS(=O)(=O)N1CCN(c2ccccc2F)CC1)c1ccccc1C(F)(F)F	?
COc1ccc(NC(=O)CN2C(=O)CC(c3ccc(C)c(C)c3)=Nc3ccccc32)cc1OC	-6.7%[46 µM]
Cc1cn2c(=O)cc(COC(=O)C(C)Oc3ccccc3)nc2s1 (stereo not given)	?
CCc1ccc(-n2nc(C)c3c(C)cc(=O)n(CC(=O)Nc4cc(C)ccc4C)c32)cc1	9.7%[46 µM]
COc1ccc(S(=O)(=O)N(CC(=O)Nc2ccccc2Cl)Cc2ccccc2)cc1	5.8%[46 µM]
CC1=C(c2ccc(C(C)C)cc2)S(=O)(=O)N=C1N1CCC(C(=O)Nc2ccc(C)cc2)CC1	?
CCc1ccc(CNC(=O)c2cnc3sc(N4CCOCC4)nn3c2=O)cc1	7.9%[46 µM]
CC(=O)C1=C(c2ccc(Cl)c(Cl)c2)N(C(C)=O)n2c(C)nnc2S1	?
COc1cccc(NC(=O)CSC2=Nc3ccccc3C3=NC(CCC(=O)NCCc4ccccc4)C(=O)N23)c1 (stereo not given)	3.8%[46 µM]

2 entries from above, as labelled records:
CCc1ccc(CNC(=O)c2cnc3sc(N4CCOCC4)nn3c2=O)cc1
  LMNA splice mod = 7.9%[46 µM]
O=C(NCCS(=O)(=O)N1CCN(c2ccccc2F)CC1)c1ccccc1C(F)(F)F
  LMNA splice mod = ?

Entries from the list above that contain a CF3 group:
SMILES	LMNA splice mod
CCOc1ccc(-c2nc(CSCC(=O)N3CCN(c4cccc(C(F)(F)F)c4)CC3)c(C)o2)cc1	-20.3%[46 µM]
Cc1c(C(=O)N(C)C)sc2c1c(=O)n(-c1ccc(Cl)c(Cl)c1)c(=O)n2CC(=O)Nc1cccc(C(F)(F)F)c1	-9.7%[46 µM]
O=C(NCCS(=O)(=O)N1CCN(c2ccccc2F)CC1)c1ccccc1C(F)(F)F	?

(listing goes on)
SMILES	LMNA splice mod
Cc1cc(S(=O)(=O)C(CNC(=O)c2ccc(OC(C)C)cc2)c2cccs2)ccc1F (stereo not given)	?
COc1ccc(CCNc2ncnc3onc(-c4ccc(Cl)cc4)c23)c(OC)c1	14.2%[46 µM]
CCCNC(=O)CSc1c(CCC)cnc2c1c(=O)n(C)c(=O)n2C	-7.1%[46 µM]
CCCCN(C)CCCNC(=O)CN1N=C(c2ccc(OC)cc2)CCC1=O	0.0%[46 µM]
